Runt-CBFb FRET = inhibitors of RUNX1 Runt–CBFb binding, primary screen, biochemical, FRET, Cerulean-Runt, Venus-CBFb, uHTS. Runt-related transcription factor 1 (Homo sapiens) + Core-binding factor subunit beta …. Cerulean-Runt/Venus-CBFb FRET ratio 530/480, 1 h. inhibition, % at 20 µM. actives 0.46% (n = 220,000). AID 1496, 2009;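 active = inhibition over about 50% at 20 µM in the single-dose screen, limit read from the data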;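 also: 0% = DMSO wells and 100% = excess unlabeled CBFb competitor control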
Target sequence (Q01196 whole entry, looked up): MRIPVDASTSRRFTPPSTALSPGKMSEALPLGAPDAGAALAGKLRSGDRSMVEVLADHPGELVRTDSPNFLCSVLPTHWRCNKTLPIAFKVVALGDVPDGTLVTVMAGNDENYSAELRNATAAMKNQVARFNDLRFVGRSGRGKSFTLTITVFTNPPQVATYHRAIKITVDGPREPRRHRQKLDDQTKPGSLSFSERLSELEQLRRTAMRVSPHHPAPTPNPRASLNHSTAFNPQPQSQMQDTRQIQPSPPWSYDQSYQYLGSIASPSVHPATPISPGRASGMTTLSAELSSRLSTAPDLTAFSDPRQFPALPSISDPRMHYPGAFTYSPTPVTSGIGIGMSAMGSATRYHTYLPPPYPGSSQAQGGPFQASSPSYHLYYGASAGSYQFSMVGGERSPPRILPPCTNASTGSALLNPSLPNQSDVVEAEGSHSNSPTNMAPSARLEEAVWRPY
Target sequence (Q13951 whole entry, looked up): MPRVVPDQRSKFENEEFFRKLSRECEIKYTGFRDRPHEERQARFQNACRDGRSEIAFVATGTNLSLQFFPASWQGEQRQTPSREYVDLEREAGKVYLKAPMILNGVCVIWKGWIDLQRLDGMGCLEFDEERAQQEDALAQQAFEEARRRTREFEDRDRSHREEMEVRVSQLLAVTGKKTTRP
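Assay system: Cerulean-Runt domain / Medium: Tris 50 mM pH 7.5, KCl, K2SO4, 0.01% BSA / Timing: protein complex preformed 1 h, compound exposure 1 h, room temperature, dark / Measured by: FRET, excitation 422 nm, emission at 530 and 480 nm / Evaluation: loss of energy transfer signal / Control set: 5 µM unlabeled CBFb as full-inhibition high control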
EBV gp42 block = Epstein-Barr virus gp42 inhibitors, primary screen, biochemical, uHTS, fluorescence polarization; Glycoprotein 42 (Epstein-Barr virus (strain AG876)), Q1HVG2; Fluorescence polarization binding assay, mP read-out; inhibition, % (tested at 21.74 µM); actives 0.42% (n = 220,000); AID 1085, 2008; in the data active = inhibition above about 50%
Target sequence (Q1HVG2 whole entry, looked up): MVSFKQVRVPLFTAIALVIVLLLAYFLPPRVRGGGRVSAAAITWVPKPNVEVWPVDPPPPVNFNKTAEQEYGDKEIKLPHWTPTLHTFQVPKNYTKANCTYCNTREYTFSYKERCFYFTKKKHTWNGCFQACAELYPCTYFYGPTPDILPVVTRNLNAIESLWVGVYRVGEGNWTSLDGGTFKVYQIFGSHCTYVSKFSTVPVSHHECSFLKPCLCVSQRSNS
Furin inh = human furin inhibitors, primary screen, biochemical, fluorescence intensity. P09958. purified furin, fluorogenic substrate cleavage. inhibition, % at 30 µM. actives 0.061% (n = 220,000); in the data active = inhibition above about 25%; also: inactives centre near -15
p47phox inh = p47phox/p22phox peptide binding inhibitors, primary screen, biochemical, uHTS, NADPH oxidase regulatory subunit; Neutrophil cytosol factor 1 (Homo sapiens), P14598; fluorescence polarization, 2 h; inhibition, % at 24.7 µM; actives 0.53% (n = 220,000); AID 1274, 2008;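 active = inhibition above about 30%, limit read from the data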;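 also: 0% = p47phox with labelled peptide and 100% = labelled peptide alone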
Runt-SMMHC FRET = inhibitors of RUNX1 Runt–CBFb-SMMHC binding, primary screen, biochemical, FRET, Cerulean-Runt, Venus-CBFb-SMMHC, uHTS. Runt-related transcription factor 1 (Homo sapiens) + Core-binding factor subunit beta …. Cerulean-Runt/Venus-CBFb-SMMHC FRET ratio 530/480, 1 h. inhibition, % at 20 µM. actives 0.74% (n = 220,000);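 active = mean inhibition across duplicate retests at 20 µM reaching about 50%, limit read from the data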;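 also: 0% = DMSO wells and 100% = wells with excess untagged CBFb-SMMHC; inhibitors lower the FRET ratio by blocking Runt binding to CBFb-SMMHC; some results filed as inactive read as strong as hits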
Calpain2 inh = inhibitors of pig calpain II, primary screen, biochemical, fluorogenic peptide substrate, 1536-well; inhibition, % at 16 µM; purified calpain II, 30 min; actives 0.37% (n = 220,000);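 active = inhibition above about 50%, limit read from the data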
p97 inhibitor = inhibitors of human p97 ATPase, primary screen, biochemical. recombinant p97 ATPase, Kinase-Glo ATP luminescence, 3 h. Transitional endoplasmic reticulum ATPase (Homo sapiens), P55072. actives 0.42% (n = 220,000). AID 1481, 2009. inhibition, % at 8 µM; in the data active = inhibition above about 15%;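 also: 0% = DMSO vehicle and 100% = wells lacking enzyme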
RBBP9 inh = human RBBP9 inhibitors, primary screen, biochemical, fluorescence polarization, FP-Rh probe, HTS. Serine hydrolase RBBP9 (Homo sapiens), O75884. recombinant RBBP9. inhibition, % at 7.94 µM. actives 0.2% (n = 220,000). AID 1515, 2009;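 active = inhibition above the campaign mean of all tested compounds plus 3 SD, cut at about 14% in these data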;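 also: plate controls were DMSO wells with RBBP9 for no effect and wells lacking RBBP9 protein for full effect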
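Test system – recombinant human RBBP9 · Input – RBBP9 2.5 µM in dispensing solution, pre-mixing · Medium – Tris buffer pH 8.0, NaCl, Pluronic · Schedule – preincubation 30 min plus labeling 45 min at 25 °C · Measured by – fluorescence polarization · Measure – % inhibition · Controls – DMSO and no-protein wells · Replicates – one well per compound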
TbHK1 inh = Trypanosoma brucei hexokinase 1 inhibitors, primary screen, biochemical, G6PDH-coupled NADH absorbance, MLSCN library. actives 0.11% (n = 220,000). inhibition, % at 10 µM. AID 1430, 2008. recombinant TbHK1, G6PDH-coupled NADH A340;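 active = inhibition of 50% or more in the single-dose primary screen; inactive = inhibition below 50%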
The depositor's hits bear a star; i = inactive; . = not tested or not shown; [ ] = remark or other dose. An unsorted share of the library (roughly 2.7% active in at least one column).

item	Molecule	p97 inhibitor	Furin inh	p47phox inh	EBV gp42 block	Runt-CBFb FRET	Runt-SMMHC FRET	Calpain2 inh	RBBP9 inh	TbHK1 inh
1	O=C(CSc1nc2ccccc2c(=O)n1CC1CCCO1)NCc1ccc2c(c1)OCO2 (centres undefined)	1	-12	1	-5	1	1	-2	-2	1
2	N#Cc1c(N2CCN(C(=O)c3ccccc3)CC2)nc(-c2ccccc2)c2c1CCCC2	-8	-20[20 µM]	-11	-13	4	1	-71	-2	-4
3	Cc1ccccc1-n1nnnc1-c1ccccc1	3	-18	-6	-2	-2	-2	21	-2	28
4	CN(c1ccccc1)S(=O)(=O)c1cccc(NC(=O)CSc2n[nH]c(N)n2)c1	2	-9	-6	-32	5	0	-7	-9	-5
5	CCOC(=O)C1=C(c2ccccc2)NC(=O)NC1c1ccc(OCC#N)c(OC)c1 (centres undefined)	3	-28	-3	-35	2	2	-3	-2	3
6	Nc1nc(N2CCOCC2)nc2ccccc12	1	1	3	-11	-1	-2	-311	-7	0
7	CSC1=NCCN1C(=O)c1ccc(C)cc1	4	-26	-9	-12	1	2	12	-6	-5
8	CCOCCCn1c(=S)[nH]c2cc3c(cc2c1=O)OCO3	5	-9	-12	-20	2	-3	5	-9	-14
9	O=C(/C=C/c1ccccc1)N/C(=C/c1ccccc1)C(=O)N1CCCCC1	-4	-5	-9	1	-2	3	28	-9	-24
10	CC(Sc1ncc(C#N)c(N)n1)C(=O)Nc1ccccc1 (centres undefined)	6	-26	-6	-5	3	6	-7	-14	7
11	Cn1c(SCC(=O)NC(=O)NCc2ccco2)nnc1-c1ccccc1	3	6[20 µM]	-18	26	0	-3	-145	-3	2
12	CC(C)c1onc(C(=O)N2C(C)CCCC2C)c1[N+](=O)[O-] (centres undefined)	-5	-17	-7	-8	0	2	22	-6	-6
13	CC(C(=O)NCc1ccco1)n1cc([N+](=O)[O-])cn1 (centres undefined)	0	-10	9	-11	0	4	11	4	-6
14	Cc1ccc(N=C2NC(=O)/C(=C\c3ccco3)S2)cc1	-1	-16	-30	-8	-7	-16	7	-2	-15
15	CCOC(=O)c1ccc(-n2c(C)nc3c(cnn3-c3ccc(Cl)cc3)c2=O)cc1	2	-15[20 µM]	-7	0	-3	0	-7	-8	3
16	CCC(=O)Nc1ccc(C(=O)NNC(=O)C(c2ccccc2)c2ccccc2)cc1	6	-13	3	-13	4	2	2	-10	3
17	COc1ccc([N+](=O)[O-])cc1NC(=O)C(C)N1CCN(C(=O)c2ccco2)CC1 (centres undefined)	3	-25	-7	-5	-2	-5	-21	-2	-10
18	CC(=O)Nc1nnc(-c2c(-c3c(Cl)cccc3Cl)noc2C)o1	4	-17	-17	-4	0	3	-4	-1	-12
19	Cc1ccc(S(C)(=O)=NC(=O)c2cc(C)on2)cc1 (centres undefined)	-1	-12	2	-10	2	0	26	0	-5
20	CCCC(C)c1nnc(NC(=O)C(=O)OCC)s1 (centres undefined)	2	-19	6	-3	3	3	-21	4	4

Complete entries, quoted from the list.
CCCC(C)c1nnc(NC(=O)C(=O)OCC)s1 (centres undefined) is listed with p97 inhibitor: 2; Furin inh: -19; p47phox inh: 6; EBV gp42 block: -3; Runt-CBFb FRET: 3; Runt-SMMHC FRET: 3; Calpain2 inh: -21; RBBP9 inh: 4; TbHK1 inh: 4
CCOC(=O)C1=C(c2ccccc2)NC(=O)NC1c1ccc(OCC#N)c(OC)c1 (centres undefined) is listed with p97 inhibitor: 3; Furin inh: -28; p47phox inh: -3; EBV gp42 block: -35; Runt-CBFb FRET: 2; Runt-SMMHC FRET: 2; Calpain2 inh: -3; RBBP9 inh: -2; TbHK1 inh: 3

Additional results.
item	Molecule	p97 inhibitor	Furin inh	p47phox inh	EBV gp42 block	Runt-CBFb FRET	Runt-SMMHC FRET	Calpain2 inh	RBBP9 inh	TbHK1 inh
21	CCOC(=O)C1CCCN(c2cc(=O)n(-c3ccccc3Cl)c(=O)[nH]2)C1 (centres undefined)	6	-25	11	12	0	-6	2	1	2
22	O=C(CSc1ccc(Cl)cc1Cl)N1CCC(c2nc3ccccc3s2)CC1	-16	-8[20 µM]	-3	-5	-8	-5	19	-13	13
23	O=C(NCc1ccccc1C(F)(F)F)C1CC(c2ccccc2C(F)(F)F)=NO1 (centres undefined)	.	-9	8	-9	1	-5	9	.	-5
24	CCCc1nnc(NC(=O)CCC(=O)N2CCN(C3c4ccccc4-c4ccccc43)CC2)s1	6	-20	-17	-15	-4	-6	-10	1	-11
25	Cc1c(Cl)cccc1NC(=O)c1ncn[nH]1	1	-25	-3	3	2	2	-9	-5	-12
26	Cc1ccc(OCc2nc(C#N)c(N3CCCC3)o2)cc1	8	0[20 µM]	-1	-36	-3	4	13	-2	6
27	COc1ccc(C(=O)NC(=O)COC(=O)C2COc3ccccc3O2)cc1 (centres undefined)	-2	-15[20 µM]	-24	-6	-1	14	-15	4	-11
28	COC(=O)C1=C(NC(=O)c2ccccc2[N+](=O)[O-])CCS1	3	-13	-47	-13	-1	-1	36	4	-3
29	COc1ccc(C(=O)CSc2nnc(-c3ccco3)n2C)cc1	0	-17[20 µM]	3	7	3	0	9	2	4
30	COC(=O)CSc1nnc(CNC(=O)c2ccc(OC)cc2OC)n1C	-3	-27	2	-10	0	1	-3	4	-3
31	CCC(C)(C)NC(=O)C(c1ccncc1)N(Cc1ccc(C)cc1)C(=O)c1csnn1 (centres undefined)	-9	-20[20 µM]	-6	-8	-5	2	16	-10	-6
32	CCCOc1ccc(NC(=O)CC2C(=O)N(CC)C(=S)N2CCNC(C)=O)cc1 (centres undefined)	0	-27	-9	-10	-2	4	-2	-2	-1
33	Cc1c(N=Cc2ccco2)c(=O)n(-c2ccccc2)n1C	-3	-8	-7	-17	-1	-5	-23	-2	-11
34	Cc1cc(C)cc(N(CC(=O)NCc2ccco2)S(=O)(=O)c2c(C)noc2C)c1	-4	-15	5	10	-1	2	-3	-6	1
35	O=C(Cc1ccccc1)N/N=C/c1cc(Br)c(Br)o1	-3	-26[20 µM]	-11	-10	0	-1	-2	-12	-3
36	COc1ccc(S(=O)(=O)NCc2ccc(C)cc2)cc1	0	-12[20 µM]	-5	-21	-1	0	-9	-2	-7
37	Nc1ncnc2nc(N3CCN(C(=O)c4ccccc4)CC3)[nH]c12	3	-17	-6	-7	-1	-3	9	-1	1
38	COc1ccc2c(c1)C(=O)/C(=C/C=C/c1ccccc1)CC2	5	-4[20 µM]	-23	-10	4	-8	5	2	-5
39	CCC1(CC)C(=O)N=C2c3ccccc3C(=O)N21	-5	-5	-8	-31	2	3	0	-6	4
40	Cc1cccn2c(CNCC3(c4ccccc4)CCCC3)c(C(=O)N3CCOCC3)nc12	-1	-2	-11	-13	-1	4	-19	-11	-3

Sorted by the number under Runt-SMMHC FRET (falling): three from the list above.
item	Molecule	p97 inhibitor	Furin inh	p47phox inh	EBV gp42 block	Runt-CBFb FRET	Runt-SMMHC FRET	Calpain2 inh	RBBP9 inh	TbHK1 inh
26	Cc1ccc(OCc2nc(C#N)c(N3CCCC3)o2)cc1	8	0[20 µM]	-1	-36	-3	4	13	-2	6
19	Cc1ccc(S(C)(=O)=NC(=O)c2cc(C)on2)cc1 (centres undefined)	-1	-12	2	-10	2	0	26	0	-5
33	Cc1c(N=Cc2ccco2)c(=O)n(-c2ccccc2)n1C	-3	-8	-7	-17	-1	-5	-23	-2	-11

(next part)
item	Molecule	p97 inhibitor	Furin inh	p47phox inh	EBV gp42 block	Runt-CBFb FRET	Runt-SMMHC FRET	Calpain2 inh	RBBP9 inh	TbHK1 inh
41	O=C(CNC(=S)N(Cc1ccccc1)Cc1cccnc1)NCc1ccccc1	-4	-18	-4	-9	-2	6	-1	-6	2
42	COc1ccc(-c2noc(-c3ccccc3C(=O)Nc3cccc(OC)c3)n2)cc1	1	-12	-31	4	-2	0	-42	-7	-5
43	O=C(O)C(Cc1ccc(O)cc1)N1C(=O)C2CCCCC2C1=O (centres undefined)	-8	-6	-5	-18	0	2	14	-7	-2
44	Cc1cccc(C=Nc2ccccc2C(N)=O)c1	-1	-17[20 µM]	-3	2	1	6	i	-5	-7
45	Cc1ccc(S(=O)(=O)N2CCN(c3cnn(-c4ccccc4)c(=O)c3Cl)CC2)cc1	4	-3	-9	-11	-6	-27	-9	5	1
46	CCOC(=O)c1c(NC(=O)c2cccs2)sc(C)c1C	2	-18[20 µM]	-7	-18	2	-7	-439	-7	-2
47	COc1ccc(NC(=S)N(CCc2c(C)[nH]c3ccccc23)Cc2cccnc2)cc1	5	-21	-10	0	-3	3	-12	0	-3
48	CC(=O)Nc1cccc(-c2csc(Nc3ccccn3)n2)c1	-5	-12[20 µM]	-6	-4	0	-6	-16	-10	1
49	Cc1cc(NC(=O)CCCS(=O)(=O)c2nc(-c3cccs3)cc(C(F)(F)F)n2)no1	-3	-6	-2	-3	6	6	-28	-2	-31
50	COc1cc(/C=C2/C(=O)c3cccc([N+](=O)[O-])c3C2=O)c(Br)cc1O	10	-12	-74	54*	42	30	-36	3	23
51	C[C@@H]1CN(Cc2nc(-c3cccs3)no2)C[C@H](C)O1	-4	-10	6	-4	2	-4	13	-7	5
52	COc1cccc(/C(O)=C2/C(=O)C(=O)N(CCN3CCOCC3)C2c2cccnc2)c1 (centres undefined)	-1	1[20 µM]	4	-21	0	-3	-6	-1	-24
53	COc1ccc(SN=C2C(C)=CC(=O)C=C2C)cc1	5	-39	38*	-3	-4	-5	-2	-4	-5
54	COc1ccc(-c2n[nH]c(C)c2-c2ccc(Cl)cc2)c(O)c1OC	4	-11[20 µM]	-4	8	5	1	-14	-5	-1
55	CCCC1OC23CCCCC2C(C#N)(C#N)C1(C#N)C(=N)O3 (centres undefined)	-8	-12	-6	4	30	66	5	-12	-2
56	Cc1ccc(OCCC(=O)N2CCN(c3ccc(O)cc3)CC2)cc1	-4	-8	7	3	38	-2	-14	-5	-18
